Assay outcomes deposited in PubChem BioAssay by National Center for Advancing Translational Sciences (NCATS).
Abeta yeast res: A-beta toxicity reversal in yeast | yeast expressing A-beta42, growth rescue, OD600, 48 h; response scale: 0% DMSO, 100% iron-clioquinol control | Potency, µM (titrated, usually from 46.1 µM), inactives show at the highest dose growth rescue, usual class: activators | 410,000 compounds, 0.063% hits | AID 1347071; further: potency means the concentration at half of the fitted maximal effect; nearly all actives have a fitted effect of over 55% in size
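Yeast A-beta toxicity model in growth medium with pinned compounds, 48 h at 30 C; growth read as absorbance at 600 nm. Normalized to FeCl3/clioquinol equimolar mix (positive) and DMSO (negative).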
Mm-Cpn inhibitor: inhibitors of Methanococcus maripaludis chaperonin (MmCpn); purified Mm-Cpn ATPase, ADP Transcreener TR-FRET; Potency, µM (doses to about 76.9 µM), for inactives: at the highest dose activity, negative = inhibition, hits mostly inhibitors; 330,000 compounds, 0.031% hits; further: potency means the concentration at half of the fitted maximal effect; on the % scale 0 is the no-effect control and ±100 the full control effect; nearly all actives have a fitted effect of over 80% in size
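Measured: ADP formation by purified Mm-CPN. Conditions: 25 nM protein, 10 uM ATP, Tris pH 7.4 with Mg2+, K+ and DTT, 37°C for 30 min. Detection: Transcreener HTRF after 30 min at room temperature.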
GLP1R inv ag: inverse agonists of human GLP-1 receptor; 410,000 compounds, 1.6% hits; AID 624417; Potency, µM (series often up to 38.3 µM), for the others: at the highest dose activity change, negative = inhibition, actives largely listed as inhibitors; P43220; HEK293 GLP-1R CRE-luciferase, luminescence, 24 h; GLP-1R form is constitutively active; further: potency means the concentration at half of the fitted maximal effect; on the % scale 0 is the no-effect control and ±100 the full control effect; nearly all actives have a fitted effect of over 55% in size
Target sequence (P43220 whole entry, looked up): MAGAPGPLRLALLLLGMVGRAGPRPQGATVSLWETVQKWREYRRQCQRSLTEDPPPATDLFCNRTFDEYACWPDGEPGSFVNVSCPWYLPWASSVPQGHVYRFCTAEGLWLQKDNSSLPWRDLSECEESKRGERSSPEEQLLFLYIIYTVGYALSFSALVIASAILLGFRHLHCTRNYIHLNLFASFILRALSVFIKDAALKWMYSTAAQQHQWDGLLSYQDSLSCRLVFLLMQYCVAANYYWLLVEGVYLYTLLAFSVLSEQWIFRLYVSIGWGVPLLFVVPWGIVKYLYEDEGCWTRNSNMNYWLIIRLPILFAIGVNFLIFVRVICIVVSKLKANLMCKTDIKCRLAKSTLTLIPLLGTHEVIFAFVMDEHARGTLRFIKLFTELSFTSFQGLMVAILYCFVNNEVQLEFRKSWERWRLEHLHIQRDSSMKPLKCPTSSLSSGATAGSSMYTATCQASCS
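Assay principle: reduced luminescence from a cAMP-responsive reporter in HEK293 cells co-expressing a constitutively active GLP-1R. Conditions: 24 hr compound incubation, 37 deg C, 5% CO2.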
HEK293 tox: cytotoxic in the GLP-1 receptor inverse agonist counter-screen | HEK293 cAMP-luciferase reporter cells, luminescence, 24 h | 410,000 compounds, 0.13% hits | Potency, µM (top dose mostly 38.3 µM), for inactives: at the top dose activity change, negative = inhibition, hits mostly inhibitors;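 further: loss of luciferase light is scored as toxicity; potency means the concentration at half of the fitted maximal effect; on the % scale 0 is the no-effect control and ±100 the full control effect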
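Luminescence readout: signal drop marks cytotoxicity. Plated cells grew 12 h at 37 °C, 5% CO2, received 23 nL compound for 24 h, then got luciferase reagent, read after 12 min at RT.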
pAkt inh: blocks phosphorylation of Akt; activity change, % for hits at 50 µM; 360,000 compounds, 0.32% hits; Neuro2A IGF-stimulated pAkt S473 HTRF, 20 min; hits give low values; in the data active means activity change below about -80%; inconclusive means mostly about -51% to -80%; further: on the % scale 0 is the no-effect control and ±100 the full control effect
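Single-point screen (50 µM final compound) in Neuro2A cells stimulated 20 min with 6 nM IGF at 37 deg C. After lysis, Ser473-phosphorylated Akt read by HTRF (ex 330 nm, em 615/665 nm) as the 665/615 ratio.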
PTHR1 agonist: activates the human parathyroid hormone receptor PTHR1. Q03431. HEK293 GP2 PTHR1 cells, GloSensor cAMP luminescence, 1 h. Potency, µM (top dose mostly 115 µM), for inactives: top-dose activation, most hits filed as activators. 410,000 compounds, 0.075% hits. AID 743266; further: potency means the concentration at half of the fitted maximal effect; nearly all actives have a fitted effect of over 55% in size; some results filed as inactive show a strong effect at the top dose; inactives centre near -15; many of its hits are not listed in these tables
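HEK-293-derived GP2 cells expressing PTHR1 and a GloSensor cAMP reporter, 3,000/well, plated overnight, given luciferin plus IBMX (each 0.5 mM as added) for 1 h at 37 °C, then compound for 1 h at 37 °C. Luminescence was read after 15 min at room temperature.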
aSyn yeast inh: alpha-synuclein toxicity inhibition in yeast; Yeast expressing alpha-synuclein, growth rescue, BacTiter-Glo, 24 h; Potency, µM (top dose mostly 46.1 µM), for the others: at the highest dose growth rescue (activation), hits mostly activators; 370,000 compounds, 0.14% hits; AID 652106; further: potency means the concentration at half of the fitted maximal effect; % of control where 0% means no effect; nearly all actives have a fitted effect of over 65% in size
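Rescue of yeast growth: cells expressing toxic alpha-synuclein, induced in galactose at OD600 0.02, incubated with compound 24 h at 30 C. ATP luminescence quantified growth; inhibitors of toxicity appear as activators.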
TDP-43 yeast inh: rescues yeast growth from TDP-43 toxicity; TDP-43 expressing yeast growth rescue, BacTiter-Glo, 24 h; Potency, µM (titrated, usually from 46.1 µM), for the others: at the highest dose growth rescue (activation), actives largely listed as activators; 410,000 compounds, 1.8% hits; further: potency means the concentration at half of the fitted maximal effect; % of control where 0% means no effect; nearly all actives have a fitted effect of over 50% in size
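Yeast cells expressing TDP-43 under galactose induction are exposed to compounds for 24 hr at 30 deg C. BacTiter-Glo luminescence measures growth, so protective compounds score as activators.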
FUS suppressor: rescues growth of FUS-expressing yeast; S. cerevisiae FUS-expressing, growth rescue, OD600, 24 h; Potency, µM (top dose mostly 76.6 µM), without a hit: at the highest dose growth rescue (activation), hits mostly activators; 390,000 compounds, 0.24% hits;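 further: potency means the concentration at half of the fitted maximal effect; plate controls were DMSO vehicle for no effect and reference control for full effect; nearly all actives have a fitted effect of over 55% in size; some results filed as inactive show a strong effect at the top dose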
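Toxicity suppression screen in FUS-yeast. Cells induced with 2% galactose, starting OD 0.005, treated 24hr at 30C with compounds at multiple final concentrations; growth by OD600.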
The depositor's hits bear a star; i = inactive; ? = inconclusive; nt = not tested or not shown; [ ] = another dose, or the depositor's remark. Unless noted, the call rests on the fitted dose curve; in most records, active means well fitted curve in the direction sought with a large enough effect; inconclusive means small, poorly fitted or top-dose-only effect, or another doubt; inactive means no such curve, though single readings can be large; an effect the other way counts as inactive or inconclusive. These rows are one share of the data; rates above refer to the full screens.

SMILES | Abeta yeast res | Mm-Cpn inhibitor | GLP1R inv ag | HEK293 tox | pAkt inh | PTHR1 agonist | aSyn yeast inh | TDP-43 yeast inh | FUS suppressor
COc1ccc(-c2cc(C(=O)Oc3ccc(C)cc3)c3cc(C)ccc3n2)cc1 | -10% | nt | 6% | 3% | nt | i | nt | 26% | 0%
CC(C)n1c(SCC(=O)Nc2ccc(N3CCOCC3)cc2)nnc1-c1ccco1 | -13% | 0% | 4% | -7% | i | -23% | -4% | 0% | 17%
COc1ccc(CCNC(=S)Nc2cccc(C)c2)cc1 | 28% | 1% | ? | ? | i | -24%[57.5 µM] | -1% | ? | 2%
CCCCCNC(=O)Cc1ccc(OC)cc1 | 8% | 1% | 16% | 7% | i | -4% | 4% | 19% | -17%
COc1ccc(C(=O)c2cn(Cc3ccccc3F)c3cc4c(cc3c2=O)OCCO4)cc1OC | -7% | nt | 40%[activator] | -6% | nt | i | nt | 8% | 6%
CCc1ccc(NS(=O)(=O)c2[nH]ncc2C(=O)OC)cc1 | -3% | nt | 8% | -8% | nt | -31%[inhibitor] | nt | 19% | -26%
CCOc1ccccc1/C=N/Nc1ccccc1[N+](=O)[O-] | 23% | -1% | 1% | 16% | i | -26% | -4% | 5% | nt
O=C(COC(=O)/C=C/c1ccccc1)NC1CCCC1 | -17% | 1% | 2% | 8% | i | -9% | -8% | 21% | -6%
COc1ccc(C(=O)NCC(=O)NCC(c2ccco2)N(C)C)cc1OC (configuration not stated) | -8% | -2% | 12% | -15% | i | i | 0% | -21% | 24%
Cc1ccc(NC(C)c2cc(Cl)ccc2O)cc1 (configuration not stated) | 3% | 0% | 0% | -21% | i | -6% | 1% | 0% | 6%
Cc1ccc(NC(=O)CCCc2nc3ccccc3c(=O)[nH]2)c(Cl)c1 | -13% | -3% | 15% | -5% | i | i | 4% | 5% | -26%
O=C(NCC(c1cccs1)N1CCOCC1)c1ccccc1NS(=O)(=O)c1cccc([N+](=O)[O-])c1 (configuration not stated) | 2% | 0% | -10% | 1% | i | -41%[inhibitor] | 0% | -3% | 29%
CC(C)(C)c1ccc(C(=O)NNC(=S)NCc2ccco2)cc1 | ? | -3% | -8% | 1% | i | -4% | 7% | 8% | 13%
CCc1ccccc1NC(=O)Cn1c(=O)n(Cc2ccco2)c(=O)c2sc3ccccc3c21 | -8% | nt | -7% | 12% | nt | -40% | nt | 1% | -12%
CN(C)S(=O)(=O)c1cccc(NC(=O)CSc2nncn2C)c1 | -6% | 1% | 41%[activator] | 11% | i | i | 0% | -19% | 3%
COc1ccc(-c2nnc(SCCC(=O)O)n2-c2ccccc2)cc1OC | 13% | 1% | 0% | 1% | i | -1%[57.5 µM] | 0% | 1% | 14%
Clc1cccc(-c2cc3nc4c(c(N5CCOCC5)n3n2)CCCC4)c1 | -73%[inhibitor] | -2% | 0% | -7% | i | -23%[57.5 µM] | -19% | ? | 23%
COC(=O)C1=C(C)N(C)C(=O)NC1c1cc(Cl)c(O)c(OC)c1 (configuration not stated) | 20% | 0% | 1% | -12% | i | -2%[57.5 µM] | -11% | -9% | -6%
COc1ccc2nc3ccccc3nc2c1NC(=O)c1ccc(Br)cc1 | -4% | 0% | 9% | -9% | i | -3% | -8% | 12% | -8%
COc1ccc(CC(CC(=O)O)C(=O)Nc2ccccc2)cc1 (configuration not stated) | -1% | -1% | 2% | 2% | i | -23% | 6% | ? | 32%
CCCC(=O)NC(c1ccccc1OC)c1ccc2cccnc2c1O (configuration not stated) | -16% | 2% | ? | ? | i | i | 27% | ? | ?
Cc1ccc(NC(=O)C2COc3ccccc3O2)cc1S(=O)(=O)N1CCOCC1 (configuration not stated) | -15% | -7% | -13% | -9% | i | i | -2% | 10% | 34%
Cc1ccc(S(=O)(=O)NC2CCCCC2)c2nsnc12 | 0% | -3% | ? | -15% | i | i | 4% | 21% | 2%
Cc1cc2nc(C3CCCCC3)c(Cc3cccc(Cl)c3)n2c(C)c1Br | 17% | nt | ? | 0% | i | 6% | 6% | 33% | -6%
CCOc1ccc(S(=O)(=O)N2CCCCC2)cc1NS(=O)(=O)c1cccs1 | -7% | 1% | 13% | -5% | i | -1% | -9% | 15% | 9%
COCCNC(=O)CCC1CCN(Cc2cccc(Oc3ccccc3)c2)CC1 | 12% | 2% | ? | -3% | i | -6% | -4% | 4% | 14%
O=C(NCc1ccccc1)c1ccc(CSc2nc3cccnc3n2Cc2ccccc2)cc1 | -13% | nt | ? | -10% | nt | -43%[inhibitor] | nt | 17% | 31%
COc1ccc(C2=NN(CN3C(=O)C(=O)c4ccccc43)C(c3ccc(Br)cc3)C2)cc1 (configuration not stated) | -20% | 0% | 2% | 0% | i | i | 4% | -2% | -3%
CCOC(=O)C(Cc1cc(C(C)=O)ccc1OC(C)C)C(=O)OCC | -11% | -6% | 7% | 6% | i | -30%[inhibitor][57.5 µM] | 1% | -8% | 39%
CCN1CCN(C(=O)c2ccccc2N(Cc2ccccc2)S(C)(=O)=O)CC1 | 15% | 0% | 11% | 0% | i | i | -14% | -11% | 4%
CCOC(=O)c1cc(=O)n(-c2ccc(Cl)cc2C)[nH]1 | 26% | -7% | 23% | 4% | i | i | 0% | 15% | nt
O=C(NCCCN1CCOCC1)c1ccc(Cl)s1 | 16% | -1% | -3% | -1% | i | -3%[57.5 µM] | 0% | -17% | ?
CCOc1cc(C2c3c(-c4ccccc4O)n[nH]c3C(=O)N2Cc2cccnc2)ccc1O (configuration not stated) | -12% | nt | 19% | -9% | nt | i | nt | -7% | 6%
Cc1cccc(OCC(=O)N/N=C/c2ccc(N(C)C)cc2)c1 | -1% | 1% | -28% | -3% | i | -2% | 1% | -12% | 20%
CS(=O)(=O)N1CCC(C(=O)NCc2ccccc2)CC1 | -21% | 1% | 14% | -2% | i | ? | 1% | -6%[9.22 µM] | ?
CCOC(=O)N1CCN(c2cc(=O)n(-c3ccc(C)cc3)c(=O)[nH]2)CC1 | -3% | 2% | 5% | 4% | i | -23% | -2% | -8% | -15%
Cc1ccc(-c2cc(-c3ccc4c(c3)NC(=O)CO4)nc3c2COc2ccc(C)cc2-3)cc1 | -13% | nt | 1% | -5% | nt | i | nt | 20% | -4%
CCOC(=O)c1c(-c2ccccc2)oc2ccc(OCC(N)=O)cc12 | -1% | -4% | 9% | -6% | i | -6% | 7% | 14% | -19%
CN(C1=C(N2CCOCC2)C(=O)c2ccccc2C1=O)c1ccccc1 | -54%[inhibitor] | -3% | 10µM* | ? | i | -17% | -33%[inhibitor] | 11µM* | nt
Cc1ccc2cc(C(c3nnnn3C3CCCC3)N3CCN(c4ccc(F)cc4)CC3)c(=O)[nH]c2c1 (configuration not stated) | 6% | -2% | 8% | -10% | i | -4% | 3% | 8% | ?
O=C(c1ccco1)N1CCN(Cc2cc(=O)c(OCc3cccc(Cl)c3)co2)CC1 | 3% | 0% | -15% | -10% | i | i | -1% | 6% | 7%
O=C(COC(=O)/C=C/c1cc(Br)ccc1F)NC1CC1 | 0% | 0% | 34% | 2% | i | -23% | -10% | -8% | -12%

In the list so far, these contain a furan ring, fused or not.
SMILES | Abeta yeast res | Mm-Cpn inhibitor | GLP1R inv ag | HEK293 tox | pAkt inh | PTHR1 agonist | aSyn yeast inh | TDP-43 yeast inh | FUS suppressor
CC(C)n1c(SCC(=O)Nc2ccc(N3CCOCC3)cc2)nnc1-c1ccco1 | -13% | 0% | 4% | -7% | i | -23% | -4% | 0% | 17%
COc1ccc(C(=O)NCC(=O)NCC(c2ccco2)N(C)C)cc1OC (configuration not stated) | -8% | -2% | 12% | -15% | i | i | 0% | -21% | 24%
CC(C)(C)c1ccc(C(=O)NNC(=S)NCc2ccco2)cc1 | ? | -3% | -8% | 1% | i | -4% | 7% | 8% | 13%
CCc1ccccc1NC(=O)Cn1c(=O)n(Cc2ccco2)c(=O)c2sc3ccccc3c21 | -8% | nt | -7% | 12% | nt | -40% | nt | 1% | -12%
CCOC(=O)c1c(-c2ccccc2)oc2ccc(OCC(N)=O)cc12 | -1% | -4% | 9% | -6% | i | -6% | 7% | 14% | -19%
O=C(c1ccco1)N1CCN(Cc2cc(=O)c(OCc3cccc(Cl)c3)co2)CC1 | 3% | 0% | -15% | -10% | i | i | -1% | 6% | 7%
